# From PubChem
# CHT block: human CHT choline transport inhibition. AID 488975. Q9GZV3. CHT-expressing cells, membrane potential dye, choline response; hits give low values. 310,000 compounds, 0.86% hits. B-score at 10 µM;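 active = B-score over 3 SD under the library average, and starting fluorescence ratio not unusually high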;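 note: choline stimulus applied at its EC90 after an EC20 pre-addition; B-score computed on integrated fluorescence ratio after choline addition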
# Target sequence (Q9GZV3 whole entry, looked up): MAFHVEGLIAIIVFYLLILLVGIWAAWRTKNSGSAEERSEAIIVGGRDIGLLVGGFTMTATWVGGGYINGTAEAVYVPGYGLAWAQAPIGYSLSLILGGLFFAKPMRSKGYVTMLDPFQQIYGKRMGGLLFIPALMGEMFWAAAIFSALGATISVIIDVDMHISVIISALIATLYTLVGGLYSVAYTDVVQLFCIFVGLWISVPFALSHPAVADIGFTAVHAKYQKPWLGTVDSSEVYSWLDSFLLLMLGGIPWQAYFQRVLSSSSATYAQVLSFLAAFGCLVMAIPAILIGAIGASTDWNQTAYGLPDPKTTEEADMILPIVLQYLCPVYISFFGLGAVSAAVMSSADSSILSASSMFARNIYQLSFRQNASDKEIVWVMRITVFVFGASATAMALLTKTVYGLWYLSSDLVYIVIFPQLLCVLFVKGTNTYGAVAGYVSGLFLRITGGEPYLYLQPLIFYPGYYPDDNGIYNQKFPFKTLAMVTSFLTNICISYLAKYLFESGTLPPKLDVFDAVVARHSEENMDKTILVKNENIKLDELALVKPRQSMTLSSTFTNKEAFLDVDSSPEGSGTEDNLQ
# CHT allo act: human CHT allosteric activation | CHT-expressing cells, membrane potential dye, choline EC20; hits give high values; LV-AA mutant CHT in HEK293 cells | B-score at 10 µM | 310,000 compounds, 0.49% hits | AID 488977;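 active = initial fluorescence not abnormally high and integrated response B-score, plate-corrected, over 3 SD above library mean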
# * hit, by the source's call; i = inactive. Compounds were not picked by outcome; about 1.5% have a hit in one of these screens.
# Start of the listing, in advance:
Molecule	CHT block	CHT allo act
Cn1c(SCc2cccc([N+](=O)[O-])c2)nc2c(c1=O)SCC2	i	i
O=Cc1cn(Cc2ccccc2)nc1-c1cccnc1	i	i
NNC(=O)c1cccc(COc2ccccc2Br)c1	i	i

# The list itself (from the top)
Molecule	CHT block	CHT allo act
Cn1c(SCc2cccc([N+](=O)[O-])c2)nc2c(c1=O)SCC2	i	i
O=Cc1cn(Cc2ccccc2)nc1-c1cccnc1	i	i
NNC(=O)c1cccc(COc2ccccc2Br)c1	i	i
O=S(=O)(NCC(c1ccco1)N1CCN(c2ccc(F)cc2)CC1)c1ccc(F)cc1 (stereo not given)	i	i
Cc1onc(-c2ccccc2)c1C(=O)Nc1nc2c(s1)CCCC2	i	i
O=C(CC(=O)NC1CCCCC1)N/N=C/c1ccccc1Cl	i	i
COc1ccccc1N1CCN(c2ccc(N3C(=O)CCC3=O)cc2[N+](=O)[O-])CC1	i	i
CCOC(=O)c1cc(C(C)=O)n2ccccc12	i	i
CCOC(=O)C1CCN(C2CC(=O)N(c3ccc(OCC)cc3)C2=O)CC1 (stereo not given)	i	i
C=CCSc1nnc(-c2cc(Br)ccc2N)c(=O)[nH]1	i	i
O=C(NCCCN1CCOCC1)c1ccc(CS(=O)(=O)c2cccc(C(F)(F)F)c2)o1	i	i
Cc1ccc(SCc2cn3cccnc3n2)cc1	i	i
O=C(NC1(O)C(=O)c2ccccc2C1=O)c1ccc(C(F)(F)F)cc1	i	i
COC(=O)c1c(C)noc1-c1ccc(Cl)cc1	i	i
O=C(COC(=O)C12CC3CC(CC(C3)C1)C2)Nc1nccs1	i	i
CCOC(=O)C1=NNC(C(=O)c2ccccc2)C1c1ccc(OC)cc1 (stereo not given)	i	i
CCOC(=O)c1cc(C(=O)c2cc(F)ccc2O)coc1=N	i	i
CC(C)(C)OC(=O)N1CCC(C(=O)N[C@@H](Cc2ccccc2)C(=O)O)(c2ccccc2)CC1	i	i
CCn1nc(C)c(C2C(C#N)=C(N)OC3=C2C(=O)CC(C)(C)C3)c1C (stereo not given)	i	i
O=C(Cn1ccc([N+](=O)[O-])n1)NCC1CCCO1 (stereo not given)	i	i
COc1cc(OC)c(NC(=O)N2CCOCC2)cc1Cl	i	i
CCC(C)[C@H](NC(=O)N1CCn2c1nc1ccccc12)C(=O)NCc1ccc(OC)cc1 (stereo not given in full)	i	i
CCCCNC(=O)/C(C#N)=c1\s/c(=C\c2ccccc2OC(F)F)c(=O)n1CCCOC	i	i
O=C1c2ccccc2C(=O)N1CCOCCN1C(=O)c2ccccc2C1=O	i	i
Cc1cc(C)nc(CCNC(=O)CC2C(=O)NCCN2Cc2ccccc2)n1 (stereo not given)	i	i
O=C(CSc1ccccc1)NCC1(N2CCCCC2)CCCCC1	i	i
COc1ccc(/C=N/Nc2ccccc2C(=O)O)cc1Cn1cc([N+](=O)[O-])cn1	i	i
Cn1c(SCC(=O)Nc2nccs2)nnc1C1CC1	i	i
O=C(c1cc2ncc(Br)cn2n1)N1CCN(C(=O)c2ccco2)CC1	i	i
CCOc1cccc2cc(C(=O)NCCC3=CCCCC3)c(=O)oc12	i	i
CC(=O)c1cc(C#N)c(SCc2ccccc2C#N)nc1C	i	i
CCCC(=O)c1ccc(N2CCN(C(=O)c3ccccc3Br)CC2)c(F)c1	i	i
COc1cc2c(cc1C1NC(=S)NC(C)=C1C(N)=O)CCCC2 (stereo not given)	i	i
CC(=O)NCCOc1cccc2cccnc12	i	i
CC(C)Nc1nc(NC(C)C)nc(C(=O)OCCO)n1	i	i
COC(=O)c1nn(-c2c(C)n(C)n(-c3ccccc3)c2=O)cc1O	i	i
CN(CC(=O)Nc1ccccc1C(F)(F)F)C(=O)C1CCN(C(=O)c2ccc(Cl)cc2)CC1	i	i
COc1cccc(C(=O)Nc2c3c(nn2-c2ccc([N+](=O)[O-])cc2)CS(=O)(=O)C3)c1	i	i
CCC1(c2ccccc2)NC(=O)N(CC(=O)N(C)Cc2ccccc2)C1=O (stereo not given)	i	i
CSc1cccc(NC(=O)CCNC(=O)c2ccco2)c1	i	i
Cc1csc(NC(=O)CCn2c(=O)oc3ccccc32)n1	i	i
OC1=C(O)c2nc3cc(F)ccc3nc21	i	i
COc1ccccc1C(=O)Nc1ccnn1C1CCN(Cc2cnn(C)c2)CC1	i	i
Cc1cccc(OCC(=O)N2CCOCC2)c1	i	i
C/C(=N\NC(=O)c1ccc(N2CCCC2=O)cc1)c1ccc(O)cc1O	i	i
Cc1ccccc1C(=O)NC(CC(C)C)C(=O)N1CCN(c2ccccc2)CC1 (stereo not given)	i	i
Cc1ccc(C(C(=O)NC2CCCC2)N(C(=O)c2csnn2)C2CC2)cc1 (stereo not given)	i	i
Cc1ccccc1OC(C)c1nc(-c2ccccc2)no1 (stereo not given)	i	i
Cc1cccc(Nc2nc(N)c([N+](=O)[O-])c(NCc3ccco3)n2)c1	i	i
Cc1ccc(CNC(=O)C(Cc2ccccc2)NS(=O)(=O)c2ccc3c(c2)CCC(=O)N3)cc1 (stereo not given)	i	i
COc1ccc(CNc2ncc(-c3ccccc3)n2C)cc1	-5.5*	i
Cc1ccc(CNC(=O)CN(C)S(=O)(=O)c2ccc3c(c2)n(C)c(=O)c(=O)n3C)cc1	i	i
CCOC(=O)c1cnn(-c2ccc(NS(=O)(=O)c3ccc(Cl)cc3)cc2)c1C(F)(F)F	i	i
Cc1ccccc1NC(=O)Cn1c([N+](=O)[O-])cnc1C	i	i
CCN(Cc1ccccc1)C(=O)c1cc2c(=O)oc3ccc(C)cc3c2s1	i	i
COc1ccc(S(=O)(=O)NCCCn2ccnc2)cc1C(C)(C)C	i	i
O=C(NNC(=O)c1ccc2ccccc2c1O)c1ccccc1Cl	i	i
COc1ccc(N2CCN(c3nc4ccccn4c(=O)c3C=O)CC2)cc1	i	i
O=C(NC1=NCCS1)c1ccccc1Br	i	i
CN(C(=O)COC(=O)C1CCN(S(=O)(=O)c2ccc3c(c2)OCCO3)CC1)C1CCS(=O)(=O)C1 (stereo not given)	i	i

# Next section:
Molecule	CHT block	CHT allo act
CCn1c(CNS(=O)(=O)c2ccc(Br)cc2)nnc1SC	i	i
Cc1cc(C(=O)CN2C(=O)C(=O)N(CC(C)C)C2=O)c(C)n1-c1ccccc1F	i	i
Nc1c(C=C2C=CC(=O)C=C2)c(=O)nc2sc(CC(=O)N3CCCC3)nn12	i	i
OCCCCNCc1cc(Br)ccc1OCc1ccccc1F	i	i
COc1ccc(NC(=O)CNS(=O)(=O)c2cccc3nonc23)c(OC)c1	i	i
N#CCc1ccc(C(=O)c2ccccc2)s1	i	i
O=C(Nc1ccccc1)c1ccc(C(=O)Nc2ccccc2)nc1	i	i
CCC(=O)Nc1c(-c2ccc(C)cc2)nc2ccc(C)cn12	i	i
O=C(CCNC(=O)N1CC(=O)Nc2ccccc21)Nc1ccc(F)c(Cl)c1	i	i
O=C(CN1CCCCCC1)Nc1ccc(Br)cc1Br	i	i
Cc1sc2c(c1C)CN(C(C)(C)C)CN2C(=O)c1ccccc1	i	i
CCN(CC)S(=O)(=O)c1ccc(NC(=S)NC(=O)C(C)C)cc1	i	i
COc1ccc(NC(=S)NCc2ccccc2)c(OC)c1	i	i
CSc1ccccc1NC(=O)C(C)N1C(=O)c2ccccc2S1(=O)=O (stereo not given)	i	i
CCCCN(C(=O)c1cc(OC)c(OC)c(OC)c1)C1=CC2CCC(C1)N2C (stereo not given)	i	i
CCn1nc(NC(=O)COC)c2cc3cc(C)ccc3nc21	i	i
OC(COc1c(F)cc(Br)cc1F)CN1CCOCC1 (stereo not given)	i	i
O=C(O)c1ccccc1C(=O)OCCCc1ccncc1	i	i
COc1ccc(CCN(Cc2cc3cccc(C)c3n3nnnc23)C(=O)c2ccncc2)cc1OC	i	i
CCOc1ccc(N(CC(=O)Nc2ccc(C)cc2C)S(C)(=O)=O)cc1	i	i

# 2 entries from above in a different format.
> CCn1nc(NC(=O)COC)c2cc3cc(C)ccc3nc21
  CHT block: i; CHT allo act: i
> OC(COc1c(F)cc(Br)cc1F)CN1CCOCC1 (stereo not given)
  CHT block: i; CHT allo act: i

# Profiles as entered above:
# Results for CCN(CC)S(=O)(=O)c1ccc(NC(=S)NC(=O)C(C)C)cc1 → CHT block = i; CHT allo act = i
# Results for CCCCN(C(=O)c1cc(OC)c(OC)c(OC)c1)C1=CC2CCC(C1)N2C (stereo not given) → CHT block = i; CHT allo act = i

# Going on with the list:
structure | CHT block | CHT allo act
CN1CCSc2ccc(C(=O)NCc3ccccc3)cc21 | i | i
Cc1cc(NC(=O)Nc2ccccc2[N+](=O)[O-])n(C)n1 | i | i
COc1ccc(-c2cc(-c3cccs3)c(C#N)c(SCC(=O)NCc3ccccc3)n2)cc1 | i | i
COC(=O)[C@@H]1C[C@@H]2CC[C@@H](O)C[C@@H]2N1Cc1ccc(C(F)(F)F)cc1 | i | i
CC1CCCC/C1=N/Nc1ccc([N+](=O)[O-])cc1[N+](=O)[O-] (stereo not given) | i | i
CCOC(=O)Cn1c(=NC(=O)C(C)C)sc2c(C)cc(C)cc21 | i | i
CCCS(=O)(=O)Nc1c(C(=O)O)[nH]c2ccc(OC)cc12 | i | i
COc1ccc(NC(=O)CN2CCCC2)cc1 | i | i
Cc1c(NC(=S)Nc2cccc(Cl)c2)c(=O)n(-c2ccccc2)n1C | i | i
Cc1cccc(NC(=S)NC2CCCC2)c1 | i | i
O=C(C1=C[C@H](c2ccc3c(c2)OCO3)C[C@H](OCc2ccc(CO)cc2)O1)N1CCOCC1 | i | i
COc1ccc(NS(=O)(=O)c2cccc(C(=O)NNC(=O)c3cc(C)oc3C)c2)cc1 | i | i
COc1ccc(N2CCN(C(=O)c3ccncc3)CC2)cc1 | i | i
COc1ccc([C@H]2/C=C\CN(C(=O)C3CC3)[C@@H](C)C(=O)N2Cc2ccc(F)cc2)cc1 | i | i
COc1ccc(S(=O)(=O)NCc2ccc3c(c2)OCO3)cc1C(=O)O | i | i
O=C1CCCN2N=C(SCC(=O)Nc3ccc(Cl)cc3)SC2=N1 | i | i
O=C1C(Nc2ccccc2)=C2CCCC=C2N1c1ccccc1 | i | i
Cc1ccc(NC(=O)C2C3CCC(O3)C2C(=O)O)cc1C (stereo not given) | i | i
C#CCOCCOCCOCCNc1nc(N2CCN(C(=O)[C@H](CCCCN)n3cc([C@@H](N)CC(C)C)nn3)CC2)nc(N2CCN(C(=O)[C@H](CCCCN)n3cc([C@@H](N)CC(C)C)nn3)CC2)n1 | i | i
COc1cccc2[nH]c3c(N4CCN(Cc5ccc6c(c5)OCO6)CC4)ncnc3c12 | i | i
Cn1nnnc1SCc1cc(=O)n2ccsc2n1 | i | i
Cc1ccc(CN2CCN(/N=C/c3ccco3)CC2)c(C)c1 | i | i
C=CCn1c(SCC(=O)Nc2cc(C)ccc2OC)nnc1-c1ccco1 | i | i
CCOP(=O)(OCC)/C(=N/OC(=O)c1cccc([N+](=O)[O-])c1)C(N)=O | i | i
COc1ccc2nc(NC(=O)C(NS(=O)(=O)c3cccs3)C(C)C)sc2c1 (stereo not given) | i | i
O=C(O)Cc1ccc(NC(=O)C2CC=CCC2C(=O)O)cc1 (stereo not given) | i | i
COc1ccc(-c2cc(C(=O)Nc3cc(C)n(Cc4ccc(Cl)cc4)n3)no2)cc1OC | i | i
Cc1ccc(-c2nnn(CC(=O)Nc3ccc4nn(-c5ccccc5)nc4c3)n2)o1 | i | i
CCN1CCN(c2ncnc3c2cnn3-c2ccc(Cl)cc2)CC1 | i | i
CCOC(=O)C1(CCc2ccccc2)CCN(C(=O)CN2CCOC2=O)CC1 | i | i
c1coc(-c2nnc(-c3cccs3)o2)c1 | i | i
CCN(CC)CCCN(C(=O)c1cccc(C)c1)c1nc(-c2ccc(OC)cc2)cs1 | i | i
CCOc1cc(C(C(=O)NCC2CCCO2)N(C(=O)Cn2nnc3ccccc32)c2ccc(OC)c(OC)c2)ccc1O (stereo not given) | i | i
CC(=O)Nc1nonc1NC(=O)CSc1nc2ccccc2o1 | i | i
O=C(COC(=O)C1CCN(c2ccc(C(F)(F)F)cn2)CC1)Nc1cccc(F)c1 | i | i
COc1cc([C@H]2c3[nH]c4ccccc4c3C[C@H]3C(=O)N4[C@@H](c5cc(OC)c(OC)c(OC)c5)c5[nH]c6ccccc6c5C[C@H]4C(=O)N23)cc(OC)c1OC | i | i
CCOC(=O)NC(=O)CSc1ccc(C)cc1C | i | i
COc1ccc(OC(=O)COc2ccccc2C)cc1 | i | i
Cc1cc(=O)oc2c3c(cc(OCC(=O)NCc4ccccc4)c12)OC(C)(C)CC3 | i | i
C=CCn1c(-c2ccc([N+](=O)[O-])cc2)n[nH]c1=S | i | i
O=C(CN1C(=O)CSc2ccccc21)Nc1ccccc1C(=O)N1CCOCC1 | i | i
CC1CC1C(=O)OCC(=O)Nc1ccccc1Oc1ccccc1 (stereo not given) | i | i
Cc1c(NC(=O)CNCc2ccc3c(c2)OCO3)c(=O)n(-c2ccccc2)n1C | i | i
CCN1CCN(S(=O)(=O)c2ccc(Cl)c(C(=O)Nc3nnc(C)s3)c2)CC1 | i | i
Cc1nn(CC(=O)NCCCN2CCCC2)c(=O)c2nn(-c3ccccc3)c(C)c12 | i | i
CC(C)CN1C(=O)C(=O)N(CC(=O)c2ccc[nH]2)C1=O | i | i
CC1CCCCC1NC(=O)CSc1nnc(CC(=O)Nc2ccccc2F)n1C (stereo not given) | i | i
